tim23-1 inh = growth inhibitors of tim23-1 mutant yeast. S. cerevisiae tim23-1 growth, BacTiter-Glo luminescence, 24 h. inhibition, % at 20 µM. 1.3% of 330,000 active;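 active = growth inhibition of the mutant yeast at or above 50%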;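 note: temperature-sensitive mutant grown at 25 °C; plate controls were DMSO-treated mutant yeast for no effect and medium wells lacking yeast for full effect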
Mdm2 MdmX PPI = inhibitors of human Mdm2/MdmX interaction. 3% of 330,000 active. O15151+Q00987. inhibition, % at 8 µM. SaOS-2 split-luciferase Mdm2/MdmX complementation, luminescence. AID 485346;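 active = inhibition of at least 50% at 8 µM in the primary screen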
CXCR6 inh = CXCR6 (human) receptor inhibition; 0.36% of 360,000 active; O00574; AID 602244; inhibition, % at 20 µM; CHO-K1 PathHunter CXCR6 beta-arrestin, luminescence; in the data active = inhibition above about 34%, passing the limit was not always enough;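 note: antagonist mode with CXCL16 agonist at 10 nM final; 0% = 10 nM CXCL16 with DMSO and 100% = unstimulated wells without agonist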
Target sequence (O00574 whole entry, looked up): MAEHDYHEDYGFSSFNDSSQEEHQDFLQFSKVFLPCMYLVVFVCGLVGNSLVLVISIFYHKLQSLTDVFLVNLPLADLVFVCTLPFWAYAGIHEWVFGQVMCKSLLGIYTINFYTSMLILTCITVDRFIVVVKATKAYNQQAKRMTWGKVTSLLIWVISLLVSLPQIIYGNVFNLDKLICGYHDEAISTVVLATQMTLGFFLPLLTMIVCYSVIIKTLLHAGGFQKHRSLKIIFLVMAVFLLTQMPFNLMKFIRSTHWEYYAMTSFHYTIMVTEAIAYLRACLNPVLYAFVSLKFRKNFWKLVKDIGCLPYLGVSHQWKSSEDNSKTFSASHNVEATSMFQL
CCR6 antag = CCR6 (human) receptor antagonism; CHO-K1 CCR6 PathHunter beta-arrestin, luminescence, CCL20-stimulated; inhibition, % at 20 µM; 0.49% of 340,000 active; AID 493098;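 active = compounds whose inhibition of the agonist-driven luminescence signal at 20 µM reaches about 50%, limit read from the data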;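 note: cells stimulated with CCL20 at 14 nM final; plate controls were DMSO with CCL20 for no effect and DMSO without agonist for full effect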
Target sequence (P51684 whole entry, looked up): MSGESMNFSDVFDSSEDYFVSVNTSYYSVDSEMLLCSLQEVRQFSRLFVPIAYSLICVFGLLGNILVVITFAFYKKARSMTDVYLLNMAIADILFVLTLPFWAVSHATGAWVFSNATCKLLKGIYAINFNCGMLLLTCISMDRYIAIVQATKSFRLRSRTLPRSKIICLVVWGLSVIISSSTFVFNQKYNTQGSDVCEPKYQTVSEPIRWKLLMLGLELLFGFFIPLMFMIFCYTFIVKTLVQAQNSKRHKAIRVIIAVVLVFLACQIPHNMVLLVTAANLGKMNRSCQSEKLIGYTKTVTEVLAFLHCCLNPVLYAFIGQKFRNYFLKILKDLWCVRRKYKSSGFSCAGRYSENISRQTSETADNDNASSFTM
APJ antag = blocks the human apelin receptor APJ; P35414; CHO-K1 APJ beta-arrestin complementation, luminescence; inhibition, % at 20 µM; 0.32% of 330,000 active; AID 2521;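 active = inhibition above about 40% at 20 µM, limit read from the data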;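 note: cells challenged with 10 nM apelin-13 agonist together with compound; plate controls were apelin-13 plus DMSO wells for no effect and DMSO wells lacking apelin-13 for full effect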
Target sequence (P35414 whole entry, looked up): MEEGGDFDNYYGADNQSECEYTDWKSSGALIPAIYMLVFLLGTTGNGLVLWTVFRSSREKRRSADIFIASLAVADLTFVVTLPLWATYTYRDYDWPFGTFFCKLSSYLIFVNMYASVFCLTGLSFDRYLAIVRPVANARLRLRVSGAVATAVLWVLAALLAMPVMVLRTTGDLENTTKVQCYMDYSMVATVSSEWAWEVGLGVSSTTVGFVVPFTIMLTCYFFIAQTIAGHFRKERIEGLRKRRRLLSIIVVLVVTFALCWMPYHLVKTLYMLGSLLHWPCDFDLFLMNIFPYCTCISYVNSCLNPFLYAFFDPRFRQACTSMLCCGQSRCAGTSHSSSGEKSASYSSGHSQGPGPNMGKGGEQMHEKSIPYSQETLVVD
APJ ag = APJ receptor agonism | activation, % at 20 µM | CHO-K1 APJ PathHunter beta-arrestin, luminescence; 0% DMSO wells, 100% apelin | 0.11% of 330,000 active | P35414;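 active = activation more than six SD over the plate average, tested at 20 µM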;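 note: 0% = DMSO alone and 100% = apelin-13 at 10 nM; some results filed as inactive read as strong as hits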
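Assay system: engineered CHO-K1 APJ arrestin reporter cells; Amount: 1000 CHO-K1 reporter cells seeded per well; Dosing: one dose, 20 µM compound, 1% DMSO; Times: compound stimulation 90 min at 25 °C, detection 60 min; Measured by: luminescent beta-gal fragment complementation, chemiluminescent substrate; Read-out: APJ–arrestin association signal; Controls: DMSO vs Apelin-13 10 nM.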
CHOP UPR activ = activators of apoptotic arm of unfolded protein response (CHOP); activation, % at 10 µM; CHO-CHOP luciferase reporter, UPR activation, luminescence; percent of tunicamycin response over DMSO baseline; 0.34% of 330,000 active; AID 449763;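 active = at 10 µM dose, activation of 40% or more, normalized to positive control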;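 note: 100% = tunicamycin at 10 µg/mL and 0% = DMSO alone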
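System: CHO-CHOP luciferase reporter cell line | Buffer or medium: F12 medium containing 10% fetal bovine serum | Doses: One dose, 10 µM in 0.5% DMSO | Times: 6 h compound exposure at 37 °C after overnight seeding | Signal: Luciferase luminescence | Read-out: % activation vs tunicamycin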
EBI2 antag = EBI2 (human) antagonism; P32249; EBI2 beta-arrestin recruitment, luminescence, 7a,25-OHC stimulated; inhibition, % at 5 µM; 0.81% of 360,000 active; in the data active = inhibition above about 38%;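 note: enzyme fragment complementation signal reports receptor beta-arrestin coupling in cells; 0% = agonist plus DMSO wells and 100% = wells without agonist; some results beyond the cut were filed as inactive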
UPR XBP1 act = activators of adaptive arm of unfolded protein response (XBP1). activation, % at 20 µM. 0.33% of 330,000 active. CHO-XBP1 luciferase reporter, IRE1-XBP1 UPR activation, luminescence; percent of tunicamycin response, DMSO as zero. AID 463104;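 active = versus positive control, 20 µM dose yields 30% or more activation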;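 note: 100% = tunicamycin at 10 µg/mL and 0% = DMSO only wells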
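Test system: CHO-XBP1 luciferase reporter cells | Buffer or medium: Serum-containing F12 medium, 10% FBS | Schedule: 6 h compound exposure at 37 °C, 5% CO2 | Detection: Steady-Glo luciferase glow luminescence, 10 min after reagent addition | Read-out basis: Activation, % of tunicamycin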
* marks the source's active call; other numbers are inactive results. This is a subset; the hit share may differ from the screen's.

Results follow in this order: APJ antag	tim23-1 inh	APJ ag	Mdm2 MdmX PPI	CHOP UPR activ	CCR6 antag	UPR XBP1 act	CXCR6 inh	EBI2 antag
CCOc1ccc(NS(=O)(=O)c2ccc(NC(C)=O)c(OC)c2)cc1
 : 18	-1	-3	-1	-2.4	-3	0	2	-13
CCCCCCCn1ccc(=N)cc1
 : -2	0	0	53*	8.4	-14	-1	-15	0
COc1ccc(OC)c(NC(=O)C(Sc2ccccc2)c2ccccc2)c1 (stereo not given)
 : -1	10	-6	23	-3.9	17	-4	5	25
Cc1ccc(-c2cc(Cc3ccncc3)c(=O)[nH]n2)cc1
 : -7	13	-3	14	-2.1	-8	-2	-20	18
O=[N+]([O-])c1ccccc1/C=N\Nc1nccs1
 : 9	19	4	-15	1.3	13	-1	-1	-5
CC(=O)N/C(=C\c1ccc(C)cc1)C(=O)O
 : 8	8	-1	-26	-0.7	5	0	4	-4
CSc1nncn1/N=C/c1ccc([N+](=O)[O-])cc1
 : -43	24	5	-5	-0.7	-6	-2	-12	8
COc1ccc(OC)c(NC(=O)CN2C(=O)NC3(CCOc4ccccc43)C2=O)c1 (stereo not given)
 : -1	-2	-2	21	-0.3	-7	-1	2	3
COc1cc(OC)nc(NC(=O)NS(=O)(=O)c2ccccc2Cl)n1
 : 5	0	0	17	0.9	7	-2	14	-3
Brc1ccccc1OCCNCc1ccccc1
 : 2	13	-3	6	0.9	-4	1	3	1
CC(=O)c1sc(NC(=O)c2cccnc2Cl)nc1C
 : 2	23	-1	-21	1.6	3	1	-3	-7
CC(=O)NC1=NN(C(C)=O)C(C)(c2ccc(C)cc2)S1 (stereo not given)
 : 17	-2	-1	2	0.9	14	-3	-6	-5
Cc1ccc(C(=O)Nc2ccccc2N2CCCC2)cc1
 : 11	20	-2	-13	3.6	2	-1	-14	5
Cc1ccnc(NS(=O)(=O)c2ccc(NC(=O)c3oc4ccccc4c3C)cc2)n1
 : -27	12	-7	-6	1.1	-14	-4	1	-7
Fc1ccccc1Nc1nc(NCc2ccco2)nc(N2CCOCC2)n1
 : 6	19	-3	8	-2.2	14	-3	-8	8
CN(c1ccccc1)S(=O)(=O)c1cc(C(=O)N2CCN(c3ncccn3)CC2)ccc1Cl
 : -18	37	-1	77*	-0.5	15	-5	3	17
CN(C(=O)c1ccc2c(c1)CCO2)C(C)(C)C
 : 12	-7	-2	12	-1.3	-9	4	-5	-7
O=C(O)C1Cc2ccccc2CN1C(=O)CCl (stereo not given)
 : 2	7	-2	8	-2.3	3	0	-3	4
CCOC(=O)C1CCCN(C(=O)COc2ccc(S(=O)(=O)N3CCOCC3)cc2)C1 (stereo not given)
 : -3	10	-2	13	0.7	-1	-1	4	-7
Cc1ccc2nc3c(cc(C(=O)NCC4CCCO4)c(=N)n3CCCOC(C)C)c(=O)n2c1 (stereo not given)
 : -11	17	-4	4	0.2	0	1	-1	-2
O=C(Nc1ccccc1C(=O)NCc1ccco1)c1ccccc1
 : -17	42	2	4	-2.1	23	-1	11	-5
CCc1ccc(-n2c(SCC(=O)c3ccc4c(c3)NC(=O)CO4)nc3ccccc3c2=O)cc1
 : 14	-30	-4	64*	62*	1	61*	-7	25
COc1ccc(S(=O)(=O)N[C@H](C(=O)O)C(C)C)cc1
 : -7	15	-4	-7	-1.6	6	4	1	-10
NC(=O)CSc1nnc(-c2cc(-c3cccs3)nc3ccccc23)o1
 : 9	-13	4	-1	-3.3	0	3	5	0
O=C(Nc1ccc(N2CCOCC2)c(Cl)c1)c1ccc(F)cc1
 : 2	16	4	-12	2.5	7	6	-12	2
Cc1cccc(N2CCN(C(=O)Cn3cccc3C(=O)c3ccccc3)CC2)c1C
 : 10	28	-4	20	-0.6	17	-4	13	21
CC(=O)c1cc(F)c(N2CCN(CCC#N)CC2)cc1C
 : -22	12	-2	-7	-1.6	10	2	2	-14
CC[C@@H](C)C(NC(=O)OC(C)(C)C)c1cn([C@@H](CCC(=O)OC(C)(C)C)C(=O)N2CCN(C(=O)OC(C)(C)C)CC2)nn1 (stereo not given in full)
 : 18	-1	-1	4	2.2	2	-1	5	10
CCOP1(=O)C=C(C(C)(C)C)OC1c1ccc(F)cc1 (stereo not given)
 : -5	18	-2	12	0.8	0	-3	5	-7
CCSc1nccc(-c2nn(-c3ccc(C)cc3)ccc2=O)n1
 : 1	-8	-5	38	0.2	-1	0	7	-2
COc1cccc(NC(=O)C2CCC(CNS(=O)(=O)c3cccc4cccnc34)CC2)c1 (stereo not given)
 : -8	18	-3	-24	0.1	10	0	10	20
CCNC(=O)COC(=O)CCNC(=O)c1ccc(Cl)cc1
 : -11	-2	-3	16	-0.8	6	-1	-2	-5
O=C(NCCc1ccccn1)c1c(-c2ccsc2)sc2ccccc12
 : 15	39	1	-1	3.3	3	1	-5	8
O=C(Cc1ccccc1[N+](=O)[O-])NNC(=O)c1ccncc1
 : -15	15	-2	-15	0.6	5	-1	2	-11
Fc1ccc2nc(-c3ccccc3)nc(SCc3nnc(-c4ccccc4)o3)c2c1
 : 4	16	3	-5	0.9	8	-1	1	5
Nc1ccc(N(c2ccccc2)c2ccc(N)cc2)cc1
 : -2	22	6	8	4.0	24	3	-4	5
COc1ccc(S(=O)(=O)N(C)C[C@H]2Oc3c(NC(=O)NC4CCCCC4)cccc3C(=O)N([C@H](C)CO)C[C@@H]2C)cc1
 : 4	-4	-1	17	1.5	1	-1	2	5
COCCNC(=O)C(c1ccc(C)o1)N(C(=O)Cn1nnc2ccccc21)c1ccccc1 (stereo not given)
 : -5	11	-2	-4	1.5	5	1	-2	-2
O=C(Nc1ccccc1C(=O)NC1CCCCC1)c1ccccc1
 : -2	26	0	11	-1.2	4	1	7	-24
CC(C)(C)CC(=O)NCc1cccs1
 : 3	3	-2	22	0.9	0	1	1	-8
CC(C)N(Cc1ccccc1)C(=O)CN1c2cccc3cccc(c23)S1(=O)=O
 : -13	38	-4	24	-1.6	19	0	-2	10
Cc1ccc(-n2nc(C)c(C3(O)C(=O)N(C)c4ccccc43)c2N)cc1 (stereo not given)
 : -4	1	-4	-11	-3.3	-8	-1	-7	4
Cc1nc(N2CCN(S(=O)(=O)c3ccc(Br)cc3)CC2)c2c(C)c(C)sc2n1
 : 5	12	-2	-27	1.9	11	1	-2	0
O=C(O)CCNc1cc2ccccc2cc1C(=O)O
 : -8	14	9	14	-1.1	-4	-1	-9	2
COc1ccccc1NC(=O)CSc1nc(N)cc(N)n1
 : -16	16	-2	-7	0.6	-16	0	-8	2
CC1(C)C(N(O)C(=O)Nc2ccccc2)N(c2cccc(Cl)c2)C(=O)N1O (stereo not given)
 : 10	15	4	17	1.5	-15	-3	-4	-4
COC(=O)c1cc2c(cc1[N+](=O)[O-])OCO2
 : -2	16	0	-11	0.1	11	-2	3	-8
O=C(O)c1ccc(NS(=O)(=O)c2cccc3cccnc23)cc1
 : 4	-3	-3	-9	-1.2	4	2	-14	-7
Cc1nnc(NC(=O)CSc2nc(N)c(NC(=O)c3cccs3)c(=O)[nH]2)s1
 : 7	3	-5	24	0.2	-4	2	4	0
C=CCn1c(C2CCCCC2)n[nH]c1=S
 : -15	-12	0	-8	-0.7	-4	1	1	-6
CC(=O)Nc1ccc(S(=O)(=O)NCCC(=O)Nc2cccc(Cl)c2)cc1
 : 6	-2	0	1	2.8	-7	-2	4	-1
CNC(=S)Nc1ccc(-c2nc3ccc(C)cc3s2)cc1
 : -15	39	4	-230	4.3	-14	-4	-14	21
Cc1onc(-c2c(Cl)cccc2Cl)c1C(=O)NCCc1ccc(S(N)(=O)=O)cc1
 : -1	-1	-3	-3	-1.7	2	1	-8	-5
Cc1ccc(S(=O)(=O)NNC2=NS(=O)(=O)c3ccccc32)c(C)c1
 : 0	7	-1	16	-1.9	-13	-1	-4	-11
COc1ccccc1CCC(=O)Nc1ccc2c(c1)CN(Cc1ccc(CO)o1)CC2
 : 11	12	0	6	1.2	8	-6	1	-15
CCCN(CCC)C(=O)Cc1coc2ccc3ccccc3c12
 : 10	36	1	2	-0.9	16	0	8	1
COC(=O)c1ccc(CNC(=O)COC(=O)c2ccc(N(C)C)cc2)cc1
 : 1	0	0	-4	0.0	8	-5	-3	-6
Cc1ccc(NC(=O)C(Cc2ccccc2)NC(=O)OCc2ccccc2)cc1C (stereo not given)
 : -3	8	-4	36	1.4	-6	-2	-5	-3
O=C(CSc1nnc(Cc2ccccc2)n1-c1cccc(Cl)c1)N1CCOCC1
 : -4	12	-4	13	-1.5	-2	-1	3	10
COc1ccc(S(=O)(=O)N2CCC(C(=O)NCC3CCCO3)CC2)cc1OC (stereo not given)
 : 3	3	-2	3	2.3	2	-2	4	2

Continued.
Results follow in this order: APJ antag	tim23-1 inh	APJ ag	Mdm2 MdmX PPI	CHOP UPR activ	CCR6 antag	UPR XBP1 act	CXCR6 inh	EBI2 antag
Cc1ccc(C(=O)OCC(=O)NCCc2ccccc2)cc1S(=O)(=O)N1CCOCC1
 : -15	16	5	9	0.9	20	2	-7	4
COc1ccccc1C(=O)C1CCCN(C(=O)C2CCCC2)C1 (stereo not given)
 : 6	16	-4	-13	0.1	-3	1	5	-6
Cc1cc(C)n2nc(C(=O)OCC(=O)N3CCC3)nc2n1
 : 3	-7	-3	17	-0.8	16	-2	5	-2
Cc1cccc(NC(=S)NCCc2ccc(F)cc2)c1C
 : 13	32	-2	9	-1.5	9	-1	11	3
O=c1[nH]c(=O)n(-c2ccccc2)c2c1C(C(F)(F)F)(C(F)(F)F)N=C(C1CCCCC1)N2
 : 8	10	1	-4	2.3	3	2	-3	2
COC(=O)c1ccc(C23CC4(C2)[C@H](CN(Cc2ccc(C(F)(F)F)cc2)[C@@H]4c2ccccc2)C3c2ccccc2)cc1 (stereo not given in full)
 : 9	19	0	14	0.7	17	-3	0	11
CCc1ccc(C(=O)NCc2ccc(Cl)cc2Cl)cc1
 : -20	9	-2	-17	1.8	8	-1	-15	5
Cc1ccc(N2CC(O)=C(c3nc4ccccc4c(=O)[nH]3)C2=N)cc1C
 : -7	46	0	-3	2.9	5	8	-7	-12
CCN(CC(=O)Nc1c(F)cccc1F)C(=O)c1ccc2ccccc2n1
 : 19	26	6	-20	0.8	6	-2	5	-8

Shown with each value named: entries from further up.
COc1ccc(S(=O)(=O)N(C)C[C@H]2Oc3c(NC(=O)NC4CCCCC4)cccc3C(=O)N([C@H](C)CO)C[C@@H]2C)cc1
  APJ antag: 4
  tim23-1 inh: -4
  APJ ag: -1
  Mdm2 MdmX PPI: 17
  CHOP UPR activ: 1.5
  CCR6 antag: 1
  UPR XBP1 act: -1
  CXCR6 inh: 2
  EBI2 antag: 5

COc1ccccc1NC(=O)CSc1nc(N)cc(N)n1
  APJ antag: -16
  tim23-1 inh: 16
  APJ ag: -2
  Mdm2 MdmX PPI: -7
  CHOP UPR activ: 0.6
  CCR6 antag: -16
  UPR XBP1 act: 0
  CXCR6 inh: -8
  EBI2 antag: 2

Source: PubChem
